Bioassay records as filed in PubChem.
KCNH2 WT inh: KCNH2 (human, wildtype) channel inhibition; Q12809; U2OS, BacMam KCNH2, thallium flux FluxOr; stronger effect = lower value; activity change, % at 1.84 µM; 340,000 tested, 0.37% active; AID 720551;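 active means maximum activity change below -70%; inconclusive means maximum activity change between -70% and -50%; inactive means maximum activity change above -50%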; further: on the % scale 0 is the no-effect control and ±100 the full control effect
Target sequence (Q12809 whole entry, looked up): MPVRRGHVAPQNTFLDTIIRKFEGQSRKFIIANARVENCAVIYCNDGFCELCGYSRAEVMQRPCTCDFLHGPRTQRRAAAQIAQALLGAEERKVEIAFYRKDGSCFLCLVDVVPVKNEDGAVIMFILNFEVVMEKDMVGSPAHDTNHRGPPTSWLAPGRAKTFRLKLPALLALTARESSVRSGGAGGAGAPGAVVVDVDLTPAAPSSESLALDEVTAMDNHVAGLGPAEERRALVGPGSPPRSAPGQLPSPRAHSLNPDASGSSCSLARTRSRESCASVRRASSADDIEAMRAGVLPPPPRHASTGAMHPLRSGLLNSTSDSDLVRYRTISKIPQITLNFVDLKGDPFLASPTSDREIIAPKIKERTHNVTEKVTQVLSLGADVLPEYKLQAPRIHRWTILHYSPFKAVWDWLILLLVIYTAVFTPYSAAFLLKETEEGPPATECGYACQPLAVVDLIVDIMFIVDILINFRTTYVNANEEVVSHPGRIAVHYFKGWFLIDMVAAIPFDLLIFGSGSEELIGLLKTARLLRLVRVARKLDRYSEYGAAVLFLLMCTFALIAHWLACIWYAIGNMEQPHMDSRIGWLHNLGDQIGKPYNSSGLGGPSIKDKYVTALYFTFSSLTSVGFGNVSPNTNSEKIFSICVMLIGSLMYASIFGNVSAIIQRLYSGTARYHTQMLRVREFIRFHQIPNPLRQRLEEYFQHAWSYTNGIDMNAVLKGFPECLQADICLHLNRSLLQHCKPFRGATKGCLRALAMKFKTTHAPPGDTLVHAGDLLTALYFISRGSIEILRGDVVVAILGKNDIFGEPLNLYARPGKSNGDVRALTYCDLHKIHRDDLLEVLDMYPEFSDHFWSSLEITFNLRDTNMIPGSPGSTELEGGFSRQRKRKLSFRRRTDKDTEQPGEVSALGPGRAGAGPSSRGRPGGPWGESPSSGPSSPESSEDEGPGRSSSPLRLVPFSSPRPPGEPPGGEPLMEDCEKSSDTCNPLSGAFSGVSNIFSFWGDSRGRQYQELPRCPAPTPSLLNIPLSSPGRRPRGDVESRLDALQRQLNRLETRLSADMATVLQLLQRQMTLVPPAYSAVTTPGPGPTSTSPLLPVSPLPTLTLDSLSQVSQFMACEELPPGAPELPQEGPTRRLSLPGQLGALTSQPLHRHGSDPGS
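U2OS cells transduced with wild-type KCNH2 virus are loaded with FluxOr dye for 45 min, and thallium flux is measured in kinetic reads before and after stimulation buffer. Rate constants are normalized to DMSO controls.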
CXXC DNA block: inhibitors of human MLL CXXC domain-DNA interaction | Q03164 | MLL-CXXC / FITC-HOXA9 DNA fluorescence polarization | Potency, µM (highest dose often 115 µM), for inactives: at the top dose activity change, negative = inhibition, hits mostly inhibitors | 290,000 tested, 0.037% active; active means well fitted inhibition curve with a large enough effect in the polarisation, with a control signal flat, not every such curve was filed as active; inconclusive means small, poorly fitted or top-dose-only effect, or effect the other way, or a change in a side signal; inactive means no such curve, though single readings can be large or run the other way; the % refers to the polarisation; further: potency means the concentration at half of the fitted maximal effect
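Steps: dispense CXXC domain solution (7 uM) → pin compounds or unlabeled HOX-A9 DNA control → 5 min ambient → add FLSN-HOX-A9 solution (50 nM) → spin → 30 min ambient → fluorescence polarization. Tris pH 7.5/NaCl/DTT/BSA buffer.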
BCR signal inh: blocks chronic active B-cell receptor signaling; ABC-DLBCL IkBa-CBG/CBR reporter, luminescence ratio, 4 h; 340,000 tested, 0.05% active; AID 493014; Potency, µM (titrated, usually from 46.1 µM), without a hit: top-dose ratio change, negative = lower green/red ratio, hits mostly inhibitors; active means well fitted inhibition curve with a large enough effect in the signal ratio, with a control signal flat, not every such curve was filed as active; inconclusive means small, poorly fitted or top-dose-only effect, or effect the other way, or a change in a side signal; the % refers to the signal ratio;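 further: potency means the concentration at half of the fitted maximal effect; plate controls were basal doxycycline-induced cells for no effect and cells given 10 µM MG132 for full effect; MG132 reads +100%, hits lower the ratio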
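Cell line TMD8 (human ABC DLBCL), stably expressing tet-inducible CBG68-IkBa fusion and CBR; IMDM/0.5% FBS; cpd up to 46 uM; dox induction, 4 h, 37C/5% CO2; dual luminescence; green/red ratio; MG132 control.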
TCR act: activators of T cell receptors | primary human leukocytes, anti-CD3, IL-2 HTRF, 48 h | Potency, µM (titrated, usually from 9.22 µM), for inactives: at the highest dose activation of IL-2 secretion, actives largely listed as activators | 330,000 tested, under 10 active; further: % of control where 0% means no effect
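Primary human leukocytes receive a-CD3 beads and test compound and are incubated 48 hr. Secreted IL-2 is then assayed by HTRF, measuring 665nm acceptor emission after 320nm excitation of the europium donor.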
GALK inh: blocks human galactokinase activity. Purified GALK, Kinase-Glo residual ATP luminescence. P51570. 270,000 tested, 0.007% active. Potency, µM (titrated, usually from 57.5 µM), without a hit: at the top dose activity change, negative = inhibition, actives largely listed as inhibitors; further: potency means the concentration at half of the fitted maximal effect; on the % scale 0 is the no-effect control and ±100 the full control effect
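Kinase-Glo Plus luminescence measured ATP left after a 1 h room-temperature reaction. The reaction used 5 nM GALK, 100 uM galactose and 35 uM ATP at pH 8.0 (20 mM HEPES, 5 mM MgCl2, 60 mM NaCl, 1 mM DTT, 0.01% BSA).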
TSHR antagonist: antagonists of human thyroid stimulating hormone receptor; P16473; TSHR-expressing cells, TSH-stimulated cAMP HTRF, 2 h; stronger effect = lower value; activity change, negative = inhibition, % at 11.5 µM; 330,000 tested, 0.2% active; AID 504810;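 active means activity change below a set negative limit, meaning inhibition stronger than a set level, cut at about -70% in these data; inconclusive means activity change between two set negative limits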; further: on the % scale 0 is the no-effect control and ±100 the full control effect
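Cell-based HTRF cAMP assay; TSHR cells + compound, TSH EC80 (4nM final), 2 h, 37 deg C. Lysis with anti-cAMP cryptate and cAMP-d2, 30 min RT, read 665/620 nm.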
AT treatment: potential ataxia-telangiectasia treatment; […] A-T fibroblasts, KAP-1 phosphorylation AlphaLISA; neocarzinostatin DNA damage 30 min before lysis; Potency, µM (highest dose often 57.5 µM), for inactives: at the top dose activation, usual class: activators; 320,000 tested, 0.19% active; further: potency means the concentration at half of the fitted maximal effect; % of control where 0% means no effect; nearly all actives have a fitted effect of over 45% in size
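ATM-like activity read as KAP-1 phosphorylation via AlphaLISA donor/acceptor antibody pairs after lysis and 6 hr at 25C. Cells were ATM-null patient fibroblasts ([…], hTERT), dosed 60 min, then exposed to the DSB inducer NCS for 30 min.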
Giardia killer: kills Giardia lamblia; activity change, % at 7.66 µM, hits read low; Giardia lamblia trophozoite viability; 340,000 tested, 0.15% active; in the data active means activity change below about -80%; inconclusive means between about -30% and that limit;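 further: parasites exposed to compound for two days anaerobically before the ATP read; on the % scale 0 is the no-effect control and ±100 the full control effect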
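Giardia trophozoites, 100 cells per well, were exposed to compounds for 48 hrs at 37 deg C under anaerobic conditions; viability was then read as ATP content by bioluminescence after 15-30 min at room temperature.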
Tb PFK block: inhibitors of T. brucei phosphofructokinase; O15648; T. brucei PFK, ADP-Glo luminescence; Potency, µM (titrated, usually from 57.5 µM), for the others: top-dose activity, negative = inhibition, hits mostly inhibitors; 330,000 tested, 0.17% active; AID 485367;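 further: potency means the concentration at half of the fitted maximal effect; 0% = uninhibited 1x PFK enzyme wells and -100% = no-enzyme wells; nearly all actives have a fitted effect of over 60% in size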
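Luminescent ADP detection (ADP-Glo, two-step: ATP depletion then ADP-to-ATP conversion for luciferase) reported PFK activity after 45 min room-temperature reaction of 1.25 nM enzyme with 0.5 mM F6P and 0.1 mM ATP at pH 8.0.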
FBPA coupling cs: coupling enzyme interference in Giardia aldolase counter-screen; 290,000 tested, 0.67% active; activity change, negative = inhibition, % at 58.2 µM, hits read low; AID 2472; coupling enzyme system counterscreen, AmpLite Red fluorescence; in the data active means activity change below about -30%; further: on the % scale 0 is the no-effect control and ±100 the full control effect
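Counterscreen of the coupled detection system alone, without aldolase: glyceraldehyde-3-phosphate coupling enzymes plus AmpLite Red readout. Compounds at 57.5 uM final, 10 min RT preincubation, 20 min RT reaction, fluorescence 525/598 nm.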
Numbers without * were called inactive; ? = inconclusive; nt = no result given; [ ] = remark or other dose. Unless noted, the call rests on the fitted dose curve; in most records, active means well fitted curve in the direction sought with a large enough effect; inconclusive means small, poorly fitted or top-dose-only effect, or another doubt; inactive means no such curve, though single readings can be large; an effect the other way counts as inactive or inconclusive.

SMILES	KCNH2 WT inh	CXXC DNA block	BCR signal inh	TCR act	GALK inh	TSHR antagonist	AT treatment	Giardia killer	Tb PFK block	FBPA coupling cs
COc1cc(CCC(=O)OCC(=O)Nc2sccc2C(N)=O)cc(OC)c1OC	-3.5	nt	-0.6%	0.1%	nt	-36.9	9.0%	3.1	-7.3%	nt
Cc1ccccc1Nc1nnc(SCC(=O)NC(=O)Nc2ccc3c(c2)OCCO3)s1	nt	15.9%	-5.6%	-0.1%[46.1 µM]	0.9%	-5.5	-8.2%	nt	0.0%	0.1
CCOC(=O)c1sc2nc(C)c3c(c2c1N)CC(C)(C)OC3	8.1	8.4%	?	2.8%	4.2%	1.6	nt	-12.8	-2.9%	1.7
CC(=O)Nc1cccc(-c2nnc(SCC(=O)N3CCCCC3)n2C)c1	-25.1	-0.1%	-8.7%	2.8%[46.1 µM]	0.4%	5.6	nt	4.1	-2.0%	0.0
O=C(CCCCCN1C(=O)CCC1=O)Nc1ccc2c(c1)OCCO2	-8.7	8.1%	?	-1.0%	-0.4%	4.7	-1.8%	-4.9	-1.2%	0.6
CSc1nnc2c3cc(F)ccc3n(C)c2n1	1.4	-1.5%	0.9%	nt	-3.1%	18.2	5.1%	-24.1	1.0%	0.6
COc1ccc(OC)c(CNC(=O)C2CCCN(c3ncnc4c3nc3n4CCCCC3)C2)c1 (configuration not stated)	8.6	2.0%	-2.8%	-1.4%	-1.5%	-14.4	3.9%	-14.6	1.0%	0.7
CCCc1cc(=O)oc2cc(C)cc(OCC(=O)N3CCC(C(=O)O)CC3)c12	-10.2	-0.3%	-2.3%	4.1%	nt	-2.8	8.8%	?	1.3%	2.6
COc1ccc(N(CC(=O)NC2CCCC2)C(=O)CCC(=O)Nc2cc(C)on2)c(OC)c1	-3.3	-0.2%	-1.7%	-4.3%	-0.6%	2.6	-6.4%	-9.5	1.4%	1.4
CNC(=S)Nc1ccc(OC)c(OC)c1	-0.6	1.1%	2.2%	6.6%	0.7%	-5.4	-7.6%	3.2	-2.0%	1.1
Cc1cc(C(=O)N/N=C/c2cc(Cl)cc([N+](=O)[O-])c2O)n[nH]1	11.9	3.3%	?	1.6%	4.8%	-4.5	-7.6%	6.2	-4.8%	6.5
CCn1c(COc2ccc(Cl)cc2)nnc1SCc1nc2ccccc2[nH]1	-3.7	1.2%	0.2%	-0.1%	-0.7%	-4.6	1.0%	15.1	-3.0%	0.0
O=C(NCCC1=CCCCC1)c1ccc(F)cc1	13.7	-0.4%	?	-7.7%[46.1 µM]	-2.1%	-1.4	-3.9%	16.5	-0.7%	0.2
O=C1C2CC=CCC2C(=O)N1Cc1ccccc1 (configuration not stated)	-12.0	-2.0%	-11.2%	-5.4%[46.1 µM]	-1.4%	7.1	nt	3.7	0.8%	1.7
C=CCn1c(C)c(C(C)=O)c(N2CCN(C(c3ccccc3)c3ccccc3)CC2)nc1=S	-1.9	5.5%	-1.6%	1.4%	-8.0%	-6.9	-1.7%	-13.3	-4.9%	4.8
COc1ccc(S(=O)(=O)NNC(=O)c2sccc2-n2cccc2)cc1	-0.1	4.0%	8.3%	0.6%	-0.6%	15.2	-0.9%	-5.4	2.3%	-2.8
CCc1c(C)nc2ncnn2c1NCCc1ccc(Cl)cc1	-1.5	-0.5%	?	0.5%	1.2%	-20.4	1.0%[11.5 µM]	-0.2	0.4%	-3.0
CCOC(=O)/C(C#N)=C1\Nc2ccccc2N=C1N(CC(C)C)CC(C)C	-5.6	5.2%	?	-4.7%	-3.4%	6.7	4.8%	9.2	1.7%	-20.3
CN1CCN(C(=S)Nc2cc(S(=O)(=O)N3CCOCC3)ccc2Cl)CC1	7.7	-7.9%	0.9%	3.3%	14.3%	4.2	-1.4%	1.9	-3.8%	1.5
Clc1ccc2c(c1)C=Nc1c(NCc3ccccc3)ncnc1O2	6.9	3.8%	7.1%	4.4%	-3.7%	-3.2	2.9%	10.9	-1.9%	2.1
CC(=O)Nc1ccc(C(=O)NC(CC(=O)O)c2ccc(Cl)cc2)cc1 (configuration not stated)	-15.6	-13.9%	2.7%	4.2%	0.0%	14.0	10.0%	7.2	-2.1%	10.1
Cc1c(C(=O)NCC2CCCO2)sc2nc(-c3ccccc3)cn12 (configuration not stated)	-2.6	-3.5%	0.5%	0.0%	1.8%	17.9	-43.7%[inhibitor]	-22.1	4.5%	-4.0
COc1ccccc1OCCNC(=O)c1ccc(C)c(S(=O)(=O)N2CCOCC2)c1	-3.7	nt	?	1.2%	nt	6.1	4.8%	4.3	0.0%	nt
Cc1ccc(C)c(NC(=O)CCC(=O)NNS(=O)(=O)c2ccc(Cl)cc2)c1	4.1	nt	-1.2%	-1.2%	nt	1.0	6.9%	-14.4	-0.6%	nt
CCS(=O)(=O)c1nc(S(=O)(=O)c2ccc(Cl)cc2)c(N2CCC(C(N)=O)CC2)s1	-1.2	6.0%	1.6%	1.8%	-6.8%	45.9	-2.0%	4.9	-0.7%	nt
O=C(Nc1ccc(F)cc1)N1CCC(c2nc3c(nnn3Cc3ccccc3Cl)c(=O)[nH]2)CC1	2.7	12.7%	?	7.8%	2.9%	3.2	-1.2%	-3.8	-5.0%	-3.9
COc1cc(/C=N/S(=O)(=O)CCc2ccccc2)cc(OC)c1O	-13.0	10.7%	0.2%	-5.9%[46.1 µM]	0.4%	-6.8	-2.7%	12.4	0.2%	-5.7
CCCn1c(Cc2ccccc2)nnc1SC(C)C(=O)NC1CC1 (configuration not stated)	-4.8	nt	2.4%	2.2%	nt	4.4	6.9%	5.6	1.5%	nt
Cc1cc(CN(C)C(=O)c2ccc3nc(Cc4ccccc4F)oc3c2)on1	0.9	-0.2%	-5.3%	1.9%	-2.7%	7.4	11.9%	3.7	-4.7%	nt
CN(C)c1cccc2c1c(NC(=O)Nc1ccc(F)cc1F)nn2C	0.5	6.6%	-2.5%	6.5%	nt	-11.2	4.1%	9.2	-1.1%	-29.1
CCc1ccc(NC(=O)C(C)Oc2nnc(-c3cccs3)c(-c3cccs3)n2)cc1 (configuration not stated)	-0.7	12.3%	?	-0.8%	-0.8%	-14.1	-0.2%	1.4	0.5%	6.6
CC(=O)O[C@H]1C[C@@]2(O)[C@@H](OC(=O)c3ccccc3)C3[C@@](C)([C@@H](O)C[C@H]4OC[C@@]34OC(C)=O)[C@@H](O)[C@H](OC(C)=O)C(=C1C)C2(C)C (some centres not stated)	-4.6	8.6%	-0.3%	1.9%	nt	-0.1	-5.5%	-1.1	3.2%	-1.0
COc1ccc(C(=O)N(Cc2ccccc2)c2cccc(C)c2)cc1	-6.7	12.5%	10.8%	-12.6%	-2.6%	-1.8	-20.7%	?	3.5%	nt
CCN(C[C@H]1N[C@@](Cc2ccccc2)(C(=O)OC)[C@H]2C(=O)N(Cc3ccccc3)C(=O)[C@@H]12)C(=O)c1ccccc1	22.1	nt	0.5%	6.0%	nt	7.1	0.7%	-16.0	0.0%	nt
Cc1ccnc(N=Cc2c(O)ccc3oc4c(c23)CCCC4)c1	nt	10.5%	3.7%	7.1%[46.1 µM]	0.1%	9.5	22.7%	nt	-7.6%	-7.5
CCCCOc1cccc(C(=O)Nc2ccc(S(=O)(=O)Nc3nnc(CC)s3)cc2)c1	-0.2	?	-10.1%	2.2%	5.0%	-12.4	8.7%	0.8	-0.6%	6.8
O=C(NCCc1ccccc1F)c1ccc2c(c1)OCCO2	14.1	6.4%	?	4.2%	9.6%	-4.8	-0.3%	?	-9.7%	-3.1
O=C(N/N=C/c1cc2cc3c(cc2nc1Cl)OCO3)c1ccncc1	-2.3	15.4%	0.9%	1.2%	-1.5%	-5.3	4.6%	17.6	-1.3%	0.9
CCOc1ccc(S(=O)(=O)NCCC(=O)NC2CCC(C)CC2)cc1 (configuration not stated)	2.8	nt	5.9%	-2.3%	nt	4.5	-1.5%	7.9	2.9%	nt
O=C(NCc1ccc2c(c1)OCO2)C1CCN(c2ccc(S(=O)(=O)N3CCCC3)cc2)CC1	0.4	13.0%	?	-7.6%	2.2%	-17.0	-1.9%	0.5	-7.4%	0.4
O=c1cc(O)nc(-c2ccccc2)s1	-4.2	22.5%	?	-1.3%	1.1%	5.1	3.6%	-10.9	1.4%	2.9
CSc1ccccc1C(=O)NCCS(=O)(=O)N1CCN(c2ccc(F)cc2)CC1	-31.5	nt	-9.6%	1.3%	nt	-4.2	0.4%	0.2	-7.6%	nt
